Lipid droplet: inhibitors of hepatocyte lipid droplet formation, primary screen, imaging, high-throughput imaging, BODIPY stain | AID 1656, 2009 | AML12 mouse hepatocytes, oleate lipid droplets | inhibition, % at 6.5 µM | actives 0.4% (n = 240,000);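 active means lipid droplet intensity inhibited by at least 50%, with more than 500 cells counted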
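Test system: AML12 hepatocytes (mouse); reagent: oleate loading, 100 µM; dosing: one dose, 6.5 µM compound; incubation: overnight exposure; signal: fluorescence imaging, 20x objective, two fields per well; read-out basis: % inhibition of corrected integrated BODIPY droplet signal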
HEK293 NOD2/NF-kB: NOD2 signaling inhibitors, cell-based, luminescence, uHTS, HEK293 (AID 1566); inhibition, % at 4 µM; hits with a dose series show EC50 in µM; HEK293 NOD2/NF-kB luciferase reporter, luminescence; higher % means a stronger effect; actives 0.63% (n = 290,000); in the data active means inhibition above about 50%; further: many of its hits are not listed in these tables
MT stabilize HCS: microtubule stabilizers in HeLa cells, primary screen, imaging, high-content imaging; HeLa tubulin immunostaining HCS, 24 h; share of cells brighter than vehicle mean+2SD; % tubulin-high responders, % at 10 µM; actives 0.83% (n = 200,000); AID 2205, 2009;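 active means plate Z-score above 3 for both tubulin-high and condensed-nucleus cell shares, with cell loss under 80%, at 10 µM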;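 further: anti alpha tubulin signal scored within the nucleus-defined area of each cell; some results filed as inactive read as strong as hits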
Insulin prom up: insulin promoter activators in MIN6 cells, imaging, high-content screening, mouse beta cells | MIN6 insulin promoter-GFP reporter; stronger effect = higher value | z-score at 5 µM | actives 0.3% (n = 190,000) | AID 1625, 2009;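 active means z-score above 3 at 5 µM with at least 500 cells counted in the well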
Autophagy mod: autophagy modulators in MEF cells, primary screen, imaging, high-content, MEF GFP-LC3. calls only at 10 µM (by protocol). actives 0.98% (n = 190,000). MEF GFP-LC3 puncta imaging; test concentration mostly 10 µM. AID 463193, 2010;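 active means percentage of spot-positive cells more than 3 SD above its plate mean, without a fluorescence outlier flag or 80% toxicity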;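 further: spot-positive cell cutoff set from DMSO-treated cells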
WT yeast gro inh: growth inhibition of WT strain, primary screen, mitochondrial fusion inhibitor project, WT and mutant strains, chemical genetic; inhibition, % at 10 µM; actives 2.1% (n = 190,000); mitochondrial fusion phenotypic screen; in the data active means inhibition above about 58%; tested in S. cerevisiae
Dynein cargo inh: inhibitors of GR-EGFP nuclear translocation, primary screen, dynein cargo transport inhibitor project, imaging, high-content, 3617.4 mouse cells; test concentration mostly 20 µM; stimulated with dexamethasone, 1 µM; stronger effect = lower value; z-score, hits read low; actives 0.47% (n = 220,000);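 active means plate z-score of nuclear minus cytoplasmic receptor signal below a set negative limit, without overly bright fluorescence or cell loss, cut at about -3.5 in these data, passing the limit was not always enough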;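 further: z-score of nuclear minus cytoplasmic ring GR-EGFP intensity difference per well; some compounds called inactive have numbers as strong as hits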
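Also added – dexamethasone, 1.0 µM final · Buffer or medium – tet-free, stripped-serum medium · Schedule – induction 48 h, compound 1 h, agonist 30 min · Detection – formaldehyde fixation, Hoechst nuclear stain, 10x automated fluorescence imaging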
Yfh1-off respiration: enhancers of respiration in Yfh1-depleted yeast, dose response, Friedreich's ataxia, plus single-dose screen (AID 1465); S. cerevisiae Yfh1-off respiration, WST-1 reduction, 72 h; higher fold induction means a stronger effect; fold induction at 50 µM, or EC50 in µM where a hit was titrated; actives 0.074% (n = 220,000);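 active means fold induction of absorbance versus untreated yeast above a set limit, then at least 30% activation at any dose in follow-up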;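 further: activators that raise dye reduction in frataxin-depleted yeast; strong numbers were not always called active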
b-catenin transl: modulators of beta-catenin nuclear translocation, primary screen, imaging, HeLa cells, immunofluorescence, high-content; nuclear translocation activity, % at 5 µM; actives 0.3% (n = 190,000); AID 1665, 2009;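 active means nuclear translocation activity above 50% at 5 µM, with a well cell count of 50 or more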;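 further: per-cell ratio of nuclear to cytoplasmic median beta-catenin stain intensity; plate controls were DMSO negative control for no effect and GSK-3 inhibitor IX positive control for full effect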
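test system = HeLa cells, endogenous beta-catenin | dosing = single 5 µM dose plus 0.02–20 µM confirmation series | times = compound treatment 24 h, 37°C, 5% CO2 | technique = beta-catenin immunofluorescence imaging with DAPI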
WT yeast gro inh mutant strain: second read-out of WT yeast gro inh, no call of its own (marks repeat the call); inhibition, %; mitochondrial fusion phenotypic screen, mutant strain inhibition
Dynein cargo inh cytoplasmic EGFP: also measured in Dynein cargo inh; calls as there; z-score; measured here: cytoplasmic GR-EGFP intensity; stronger effect = higher value
Dynein cargo inh nuclear GR-EGFP: recorded beside Dynein cargo inh, whose call it bears; z-score; measured here: nuclear GR-EGFP intensity;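 lower value marks the stronger effect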
Dynein cargo inh cell count: further read-out of Dynein cargo inh, marked with its call; z-score; measured here: cell count per field
Insulin prom up cell count: also measured in Insulin prom up; calls as there; cell count; measured here: cytotoxicity, nuclei count;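 total cells summed across four imaged fields per well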
Lipid droplet cells 6.5 µM: second read-out of Lipid droplet, no call of its own (marks repeat the call); cell count; measured here: cell count, cytotoxicity flag;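 cells counted across two imaged fields per well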
b-catenin transl cell count 5 µM: further read-out of b-catenin transl, marked with its call; cell count; measured here: cell count, cytotoxicity flag
MT stabilize HCS Hoechst-high %: recorded beside MT stabilize HCS, whose call it bears; % Hoechst-high responders; measured here: nuclear condensation Hoechst responders;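 share of cells brighter than vehicle mean plus two SD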
MT stabilize HCS cytotoxicity %: second read-out of MT stabilize HCS, no call of its own (marks repeat the call); toxicity, %; measured here: cytotoxicity by cell density;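 0% = mean cell density of plate MIN control wells and 100% = no cells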
Autophagy mod cell loss 18 h: also measured in Autophagy mod; calls as there; toxicity, %; measured here: cell loss, nuclei count;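 cell loss after 18 h compound exposure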
* hit, by the source's call; i = inactive; . = not tested or not shown; + = active, no number. These rows are one share of the data; count on the stated rates, not on these rows.

SMILES	Lipid droplet	Lipid droplet cells 6.5 µM	HEK293 NOD2/NF-kB	MT stabilize HCS	MT stabilize HCS Hoechst-high %	MT stabilize HCS cytotoxicity %	Insulin prom up	Insulin prom up cell count	Autophagy mod	Autophagy mod cell loss 18 h	WT yeast gro inh	WT yeast gro inh mutant strain	Dynein cargo inh	Dynein cargo inh cytoplasmic EGFP	Dynein cargo inh nuclear GR-EGFP	Dynein cargo inh cell count	Yfh1-off respiration	b-catenin transl	b-catenin transl cell count 5 µM
Cc1ccnc(NC(=O)CCCc2ccccc2)c1	-22.2	657	-38.1%	2.2	2.4	1.0	0.21	1435	i	-4.4	-1.7	-4.6	0.258	-0.348	-0.303	1.04	i	-0.7	859
O=C1COc2ccc(C(=O)C[n+]3cccc(O)c3)cc2N1	6.4	731	15.0%	.	.	.	0.3	1427	.	.	.	.	1.27	-0.236	0.446	-0.813	i	-1.4	1122
N#Cc1c(C(F)(F)F)cc(C2CC2)nc1N1CCCC1	.	.	-13.9%	1.4	1.7	3.8	0.11	1271	i	33.6	13.8	2.7	0.344	-0.339	0.316	-0.265	i	3.0	1366
COc1ccc(N2CCN(C(=O)CCc3ccc(S(=O)(=O)NC(C)(C)C)cc3)CC2)cc1	-2.3	705	-1.6%	.	.	.	-0.09	1090	.	.	.	.	1.44	-0.219	1.22	-1.44	i	0.4	1284
Cc1noc(C)c1COC(=O)[C@H](C)NS(=O)(=O)c1ccc(Cl)c(Cl)c1	9.9	821	13.0%	1.2	1.2	2.1	.	.	i	-0.2	2.8	-8.8	0.463	-0.0257	0.23	-0.54	i	-7.2	1143
CCOC(=O)N1CCN(C(=O)CCC(=O)N2CCOc3ccc(C)cc32)CC1	.	.	4.5%	4.2	2.6	7.9	-0.19	1006	i	2.3	3.1	1.2	-0.975	-0.106	-0.49	1.1	i	5.0	1404
COc1ccc(CCNC(=O)Cn2nnc(-c3ccc(N4CCOCC4)cc3)n2)cc1OC	.	.	-23.9%	4.3	2.8	6.4	-0.8	1169	i	-0.3	3.7	7.8	-0.707	-0.333	-0.344	0.362	i	-2.0	1043
CCOC(=O)c1c(C)n(C)c2cc(CN(C)C)c(O)c(S(=O)(=O)c3ccccc3)c12	14.4	709	-0.3%	4.1	2.2	3.1	-0.34	1610	i	-0.6	19.5	-9.4	2.04	0.0608	1.71	-2.53	i	-0.5	1662
Cc1ccc(-n2c(Cc3cccn3C)nnc2SCC(=O)Nc2ccc3c(c2)OCO3)cc1	.	.	19.7%	2.6	4.4	7.1	-1.48	1456	i	4.3	8.2	-2.8	0.555	0.00602	0.676	-0.294	i	0.0	1307
CC(SCc1ccccc1)C(=O)NC1CCCC1 (stereo not drawn)	-3.9	727	-2.5%	4.8	1.7	6.7	-0.87	1233	i	10.0	-13.2	-11.6	1.42	-0.292	-0.18	0.17	i	0.3	1014
Cc1[nH]c2ccccc2c1C(c1ccccn1)N1CCCC1 (stereo not drawn)	5.3	677	31.6%	5.1	2.8	7.3	-0.07	1235	i	-3.7	-11.5	5.8	1.54	-0.221	1.13	-0.494	i	0.0	1082
Cc1cccc(NS(=O)(=O)c2cc(C(=O)N3CCOCC3)ccc2Cl)c1	15.6	703	-16.2%	2.1	3.0	6.0	-0.15	1706	i	4.5	7.5	8.9	-0.279	-0.335	-0.244	-0.435	i	-1.4	889
CSc1cccc(NC(=O)COc2ccccc2)c1	0.4	777	5.6%	2.5	2.0	5.9	0.87	1159	i	-3.2	5.1	-1.5	1.06	-0.311	0.405	0.935	i	-3.1	1268
CCCn1c(SCC(=O)Nc2ccc3c(c2)CCC3)n[nH]c1=O	14.2	633	9.4%	2.6	2.7	6.6	0.27	1316	i	-2.7	-4.8	-22.4	0.441	-0.283	-0.137	-0.0406	i	0.2	505
O=C(Nc1cc(C(F)(F)F)ccc1Cl)C(Sc1ccccn1)c1ccccc1 (stereo not drawn)	30.9	783	3.0%	.	.	.	0.27	1387	.	.	.	.	-0.422	0.689	-0.0556	0.667	i	0.1	1037
CCc1ccc(NC(=O)C(C)OC(=O)/C=C/c2cccc([N+](=O)[O-])c2)cc1 (stereo not drawn)	60.0*	651*	14.0%	4.1	2.6	8.3	-0.23	1371	i	-2.7	-2.0	-18.8	0.372	-0.153	0.105	-1.6	i	1.1	519
O=C(NCCN1CCCCC1)Nc1ccc(F)c(Cl)c1	6.3	661	4.9%	3.8	1.7	0.9	-0.18	1845	i	26.5	22.5	-8.0	-0.222	-0.208	-0.188	0.123	i	4.7	974
Cc1cc(NC(=O)COC(=O)c2c(C)nn(-c3ccccc3)c2C)no1	.	.	12.1%	4.1	2.1	10.6	0.89	1178	i	11.2	0.3	-0.9	0.278	-0.293	0.378	-0.881	i	-5.7	947
COC(=O)CSc1nc2ccccn2c(=O)c1C=O	6.8	713	-18.4%	1.1	1.6	7.3	.	.	i	12.5	10.0	4.7	0.0405	-0.301	0.138	0.519	i	-2.5	1104
COC(=O)c1ccc(NC(=O)NS(=O)(=O)c2ccc(C)cc2)cc1	.	.	-6.0%	5.5	3.2	10.2	0.15	1194	i	-3.0	5.2	12.6	-0.654	-0.147	-0.141	0.814	i	-6.7	1015
COc1ccc(/C=C/C(=O)c2ccc(NS(=O)(=O)c3ccc(C)cc3)cc2)cc1O	-2.5	540	2.7%	20.8	18.2	45.7	-0.82	1124	i	-0.6	4.5	-7.8	-2.69	0.142	-1.1	-1.03	i	8.5	897
COc1cc(C=O)ccc1OCCOCCOc1ccc(Cl)cc1Cl	.	.	.	1.0	2.5	11.8	.	.	i	4.6	.	.	-0.913	-0.163	-0.373	-0.407	i	.	.
c1ccc2c(c1)CCNC2c1ccncc1 (stereo not drawn)	5.7	745	-10.9%	.	.	.	0.08	1209	.	.	.	.	-1.07	-0.203	-0.217	0.964	i	1.6	1261
Cc1c2c(nc3c(C)cccc13)OC(C)C2 (stereo not drawn)	-4.2	798	26.0%	5.6	3.5	74.6	0.15	1222	+	12.9*	0.5	-6.5	2.02	-0.189	1.42	-1.03	i	0.8	1115
NC(=O)Cc1ccc(C(=O)c2ccccc2)s1	-3.0	699	-25.8%	2.7	1.5	4.7	-0.11	1254	i	3.8	-3.9	-10.5	-0.552	-0.295	-0.29	0.000561	i	-1.0	1152
CCOC(=O)c1sc(NC(=O)CSc2nc3c(cc2C#N)CCCCC3)c(C#N)c1C	.	.	15.6%	3.0	1.8	8.0	0.86	1317	i	-34.7	12.6	-1.9	0.992	0.0645	0.862	0.327	i	-1.0	785
CCC(C)NC(=O)c1cccc(C)c1 (stereo not drawn)	3.1	677	26.8%	.	.	.	0.13	1458	.	.	.	.	-0.242	-0.27	-0.148	0.416	i	-4.0	1222
CC(c1ccon1)N(C)C(=O)CCc1nnc(C2(c3ccc(Cl)cc3)CCC2)o1 (stereo not drawn)	-15.5	734	-19.1%	3.7	2.6	6.9	-0.62	1442	i	-19.3	14.2	1.9	2.5	-0.158	1.42	-1.28	i	-4.4	980
Cc1cc(C)n2nc(C(=O)Nc3cccc(S(=O)(=O)N(C)c4ccccc4)c3)nc2n1	-12.4	625	1.1%	.	.	.	-0.09	956	.	.	.	.	-0.572	-0.812	-0.527	0.15	i	-0.2	1367
CCOC(=O)c1c(C)[nH]c(C(=O)OCC(=O)N2CCN(S(=O)(=O)c3ccccc3)CC2)c1C	-3.3	778	.	2.4	1.1	6.1	-0.34	929	i	0.2	1.1	11.9	-0.575	1.08	0.125	0.4	i	.	.
CCOC(=O)Cc1nn2c(=O)cc(C)nc2s1	2.1	720	9.1%	1.9	2.4	2.3	-0.18	1253	i	8.8	1.0	3.0	-0.39	-0.24	-0.0864	-0.497	i	.	.
Cc1cc(NC(=O)C2(c3ccccc3)CCCC2)no1	6.7	737	8.4%	2.5	1.7	8.1	0.7	1283	i	0.5	-0.4	16.8	0.249	-0.203	0.301	2.01	i	-0.3	1182
CCOC(=O)COc1ccc(C(=O)c2ccccc2)c(O)c1	.	.	6.6%	5.7	3.2	7.5	.	.	i	-7.2	-0.6	18.9	0.658	-0.233	0.163	-0.14	i	-0.3	1113
CSc1nnc(Cc2sc(-c3ccccc3)nc2-c2ccccc2)o1	10.8	771	-4.4%	1.4	1.5	8.5	2.16	851	i	9.8	9.3	11.1	-0.455	0.326	0.00669	0.657	i	.	.
O=C(c1ccncc1)N(Cc1cc2ccccc2[nH]c1=O)C1CCCCC1	6.2	750	18.7%	2.6	2.1	5.9	-1.77	1293	i	7.0	-11.7	2.6	-0.759	-0.35	-0.425	0.872	i	-1.7	1196
NS(=O)(=O)c1ccc(NC(=S)NNC(=O)c2cccs2)cc1	1.2	590	0.0%	4.7	2.2	9.6	-0.1	1484	i	-9.4	-10.1	-2.4	-1.03	-0.352	-0.422	0.771	i	0.4	1501

Screening results (PubChem)
